# RNase H inhibition: RNase H inhibition, HIV 1 Gag Pol polyprotein, FRET biochemical assay, screening (AID 372); HIV-1 RT RNase H, FRET RNA/DNA substrate fluorescence; higher % means a stronger effect; inhibition, % at 10 µM, or IC50 in µM where a hit was titrated; 100,000 compounds, 0.77% hits; in the data active = inhibition above about 50%
# * hit, by the source's call. The list is partial (hit frequency here may not be typical).
SMILES,RNase H inhibition
CN1CCN(c2nc3c(=O)[nH]c(N)nc3n2[C@@H]2O[C@H](CO)[C@@H](O)[C@H]2O)CC1,0%
Cc1[nH]c2ccccc2c1C(=O)CN1CCCCC1,2%
CCc1nnc(NC(=O)CCCOc2ccc(Cl)cc2C)s1,12%
CCOC(=O)c1[nH]c(C)c(C(=O)c2ccc(C)cc2)c1C,23%
CCOc1ccc(/C=C(/C#N)c2nc3ccccc3[nH]2)cc1OC,0%
C#CCOc1c(I)cc(/C=N/Nc2c(F)c(F)c(C(F)(F)F)c(F)c2F)cc1OC,11%
C(=C\c1cc(/C=C/c2ccccc2)ncn1)/c1ccccc1,8%
COc1cc(/C=C2/SC(=S)N(c3ccccc3)C2=O)cc(Br)c1OC(=O)c1ccc(C)cc1,23%
CC(C)(C)CC(C)(C)NC(=O)CSc1nnc(-c2cccc(F)c2)n1-c1ccccc1,9%
CCOC(=O)C(Cc1c[nH]c2ccccc12)NC(=O)c1ccc(C(C)(C)C)cc1 (stereo unspecified),18%
Cc1ccc(C(=O)c2c(C)oc3c2cc(O)c2ccccc23)cc1,6%
CCOC(=O)c1c(NC(=O)c2ccc(Cl)cc2)sc(C(=O)Nc2ccccc2OCC)c1C,0%
C=CCN1C(=O)/C(=C/c2cc(C)n(-c3cccc(Cl)c3C)c2C)SC1=S,18%
C/C(=N\NC(=O)CCC(=O)Nc1ccc(I)cc1)c1ccccc1,0%
O=C(NCCC1=CCCCC1)c1ccc(Cl)cc1[N+](=O)[O-],2%
O=C(O/C(=C/c1nc2ccccc2n1-c1ccccc1)c1ccccc1)c1ccccc1,21%
CCOc1ccc(CNc2ccc3c(c2)ncn3C)cc1,3%
COc1cc(/C=N/NC(=O)c2nonc2N)ccc1OC(=O)c1cc(F)c(F)cc1Cl,21%
CCOCCOC(=O)C1=C(C)N(C)C(=O)NC1c1ccc(OCc2ccccc2)cc1 (stereo unspecified),14%
COc1ccc(/C=N\NC(=O)c2ccc(Br)cc2)cc1I,2%
COc1cc(C(=O)Nc2ccc(-c3nc4ccccc4[nH]3)cc2)cc(OC)c1OC,12%
Cc1ccc(S(=O)(=O)N(CCc2ccccc2)CC(=O)NCc2ccc(Cl)cc2)cc1,5%
CCOC(=O)c1ccccc1NC(=O)CN(c1ccc(C)cc1)S(C)(=O)=O,21%
CC1=C(C(=O)OCC(C)C)C(c2ccc(Cl)c(Cl)c2)NC(=O)N1 (stereo unspecified),11%
COc1cccc(C(=O)NC2CC3CCC2C3)c1 (stereo unspecified),8%

# (more compounds)
SMILES,RNase H inhibition
Cc1cc(C)cc(OCCOc2ccc(C=C3C(=O)NC(=S)NC3=O)cc2)c1,12%
Cc1ccc(/C=C2/SC(=S)N(c3cccc(C(F)(F)F)c3)C2=O)cc1[N+](=O)[O-],8%
Cc1ccc(N(CC(=O)NCc2ccncc2)S(=O)(=O)c2ccccc2)cc1C,2%
O=C(N/N=C/c1ccc(-c2cccc([N+](=O)[O-])c2)o1)c1cccnc1,10%
COc1cc([N+](=O)[O-])ccc1NC(=O)COc1c(C)cc(Cl)cc1Cl,31%
CCCCOc1ccc2c(=O)c(-c3ccccc3OC)coc2c1,7%
Cc1[nH]n(-c2ccccc2)c(=O)c1/C=N/Nc1nncc(-c2ccccc2)n1,10%
O=C(O)c1ccc(/C=N/c2ncn[nH]2)cc1,0%
CCOc1ccc(N(CC(=O)N2CCN(c3ccccc3OC)CC2)S(C)(=O)=O)cc1,1%
C/C(=N\NC(N)=S)c1cc2ccccc2oc1=O,14%
Cc1ccc2c(c1)C1(c3ccccc3)Nc3ccc(C)cc3C1(c1ccccc1)N2 (stereo unspecified),5%
O=[N+]([O-])c1cc(NS(=O)(=O)Cc2ccccc2)ccc1F,14%
N/C(Cc1ccc(Cl)cc1)=N\OC(=O)COc1ccccc1Cl,20%
Cc1ccc(C=Nc2ccc(Cl)cc2)o1,35%
CCc1n[nH]c(=S)n1/N=C/c1ccc(OCc2ccc(F)cc2)c(OC)c1,5%
CCOC(=O)C1=C(C)NC2=C(C(=O)CC(c3ccc(OC)cc3)C2)C1c1ccc(OC)cc1 (stereo unspecified),7%
O=C(O)CNC(=O)/C=C/c1ccccc1,0%
COc1ccc(C2CC(C(F)(F)F)n3nc(C(=O)Nc4cccnc4)cc3N2)cc1 (stereo unspecified),8%
CCOC(=O)c1c(NC(=O)c2cc(-c3ccc(OC)cc3)nc3ccccc23)sc2c1CCCCC2,5%
Cc1ccc(N(CC(=O)NC(C)c2ccccc2)S(C)(=O)=O)cc1Cl (stereo unspecified),15%
COc1ccc(C(=O)NCCCNc2ccc([N+](=O)[O-])cc2Cl)cc1OC,0%
O=C1NC(=O)N(c2ccc(Cl)cc2)C(=O)/C1=C/c1ccc(F)cc1,0%
CCc1ccc(-n2c(C)cc(/C=C3/SC(=S)NC3=O)c2C)cc1,34%
O=C(Nc1nc(-c2ccc3c(c2)Cc2ccccc2-3)cs1)c1cccc2c1C(=O)c1ccccc1-2,17%
COC(=O)c1cc(N2C(=O)C3C(C2=O)C2(C)C=CC3(C)O2)ccc1Cl (stereo unspecified),0%

# Next section; the last 5 above are carried over.
SMILES,RNase H inhibition
COc1ccc(C(=O)NCCCNc2ccc([N+](=O)[O-])cc2Cl)cc1OC,0%
O=C1NC(=O)N(c2ccc(Cl)cc2)C(=O)/C1=C/c1ccc(F)cc1,0%
CCc1ccc(-n2c(C)cc(/C=C3/SC(=S)NC3=O)c2C)cc1,34%
O=C(Nc1nc(-c2ccc3c(c2)Cc2ccccc2-3)cs1)c1cccc2c1C(=O)c1ccccc1-2,17%
COC(=O)c1cc(N2C(=O)C3C(C2=O)C2(C)C=CC3(C)O2)ccc1Cl (stereo unspecified),0%
COc1cc2oc(=O)c3c(c2cc1Cl)CCCC3,0%
CCOC(=O)c1c(C)nc2n(/N=C/c3ccccc3[N+](=O)[O-])c3ccccc3n12,4%
CCOc1ccc(C(=O)Nc2ccc3oc(-c4cccc(Cl)c4)nc3c2)cc1[N+](=O)[O-],43%
O=C(c1nn2c(c1Br)NC(c1cccs1)CC2C(F)(F)F)N1CCCC1 (stereo unspecified),0%
CC(=O)NNC(=O)C12CC3CC(C1)CC(c1ccc(C)cc1)(C3)C2,7%
CCOC(=O)c1c(NC(=O)Cc2cccs2)sc(C(=O)N2CCOCC2)c1C,1%
CCOC(=O)C1=C(c2ccccc2)NC(=S)NC1c1cc(OC)c(OC)cc1Cl (stereo unspecified),18%
CCOC(=O)C1CCN(S(=O)(=O)c2cccc3cccnc23)CC1,4%
CCCCCC(=O)NNC(=O)c1ccc([N+](=O)[O-])cc1,3%
COc1ccc(OC)c(Nc2nc(-c3c(C)nc4cc(C)ccn34)cs2)c1,2%
O=C(NC(=S)Nc1cc(C(F)(F)F)ccc1Cl)c1cccc(Br)c1,15%
CCOc1cc(/C=C2/C(=O)NC(=O)N(c3ccccc3)C2=O)ccc1OCc1ccc([N+](=O)[O-])cc1,12%
COc1cccc(CN2CCN(Cc3ccc(C(F)(F)F)cc3)CC2)c1OC,14%
Cc1ccc2nc(-c3ccc(NC(=O)c4ccc5ccccc5c4)cc3)oc2c1,59%*
Cc1ccc2[nH]c3nc(N/N=C/c4cccc(O)c4)nnc3c2c1,21%
CCOC(=O)C(=Cc1cc(OC)c(OC)cc1Br)C(=O)OCC,15%
CCOC(=O)NC(Nc1ccc(C)c(C)c1)(C(F)(F)F)C(F)(F)F,10%
Cc1ccc(/C=C/C(=O)c2c(C)nn3c4ccccc4n(C)c23)o1,18%
CCN(CC)S(=O)(=O)c1ccc(NC(=O)c2ccc(OC)c(I)c2)cc1,3%
Cc1ccc(S(=O)(=O)/N=C/c2ccc(C(F)(F)F)cc2)cc1,17%
CCOC(=O)C1=C(C)N=c2s/c(=C/c3cccc(Cl)c3Cl)c(=O)n2C1c1c(OC)ccc2ccccc12 (stereo unspecified),13%
COc1ccc(OCC(=O)N/N=C/c2cc(Br)cc(Br)c2OC(=O)c2ccc3c(c2)OCO3)c(Br)c1,22%
CCOc1cc(C2Nc3ccc4ccccc4c3C3=C2C(=O)CC(C)(C)C3)cc(I)c1O (stereo unspecified),17%
Cc1ccc(C(=O)NC(=S)Nc2ccc(F)c([N+](=O)[O-])c2)cc1,14%
CCc1cccc(C)c1NC(=O)CCCC(=O)O,0%

# 3 entries drawn at random from the list so far:
SMILES,RNase H inhibition
CCOC(=O)c1c(C)nc2n(/N=C/c3ccccc3[N+](=O)[O-])c3ccccc3n12,4%
Cc1ccc2[nH]c3nc(N/N=C/c4cccc(O)c4)nnc3c2c1,21%
O=C(NC(=S)Nc1cc(C(F)(F)F)ccc1Cl)c1cccc(Br)c1,15%

# Carrying on.
SMILES,RNase H inhibition
C/C(=N\NC(=S)Nc1cccc(C)c1)c1ccco1,0%
COc1ccc(C2C(C(C)=O)=C(Nc3ccccc3)CC(C)(O)C2C(C)=O)cc1 (stereo unspecified),7%
COC(=O)c1c(NC(=O)c2ccco2)sc2c1CCC(C)C2 (stereo unspecified),13%
O=c1oc2ccccc2c(O)c1/C=C1\C=Nc2ccccc21,3.2µM*
CCCOc1ccc(N2C(=O)CC(NCC(=O)OC)C2=O)cc1 (stereo unspecified),0%
O=C(Nc1c(Cl)cccc1Cl)c1ccccc1,7%
COc1ccc(C(=O)/C=C/c2cn(-c3ccccc3)nc2-c2ccccc2)cc1,1%
CC(C)(C)c1cc(C=Nc2ccccc2N=Cc2cc(C(C)(C)C)c(O)c(C(C)(C)C)c2)cc(C(C)(C)C)c1O,16%
Cc1ccc(S(=O)(=O)N(CC(=O)Nc2cccc(C(F)(F)F)c2)c2ccccc2Cl)cc1,12%
O=C(c1ccccc1)c1cc(Cl)ccc1N=Cc1c(O)[nH]c(=S)[nH]c1=O,0%
O=C(Nc1c(-c2ccccc2)nc2sccn12)c1ccccc1,0%
O=C(NC(=S)Nc1ccc(-c2nc3ccccc3o2)cc1)c1cccs1,55%*
O=C(Nc1ccccc1)c1nc[nH]c1C(=O)Nc1ccccc1,8%
COc1cc(C)ccc1OCCCOc1cc(C)c(Cl)c(C)c1,23%
C=CCc1ccccc1OCc1nnc(NC(=O)Nc2ccccc2)s1,11%
CC1=C(C(=O)OCCOc2ccccc2)C(c2ccccc2I)NC(=O)N1C (stereo unspecified),16%
COC(=O)C1=CN(C2CC2)C=C(C(=O)OC)C1c1ccccc1OC,6%
Cc1ccc(NC(=O)c2cccc(Cl)c2Cl)cc1,12%
CCC(NC(=O)c1ccccc1NC(=O)c1ccco1)C(=O)O (stereo unspecified),2%
O=C1c2ccccc2C(=O)N1CCCSc1nnc(-c2cccs2)n1-c1ccccc1,24%
CCCc1cc(=O)[nH]c(N/N=C/C=C\c2ccccc2)n1,5%
CCOC(=O)c1ccc(NC(=S)NC(=O)c2ccc(OC(C)C)cc2)cc1,9%
CCCC1=C(C(=O)OCC)C(c2cc(Br)c(O)c(OC)c2)NC(=O)N1 (stereo unspecified),14%
COc1ccc(N(CC(=O)Nc2ccc(Cl)cc2)S(=O)(=O)c2ccccc2)cc1Cl,9%
O=C(NCCc1ccc(F)cc1)c1ccc([N+](=O)[O-])cc1,11%

# (more compounds)
SMILES,RNase H inhibition
COc1cc(/C=C2\C(=O)NN(c3ccccc3)C2=O)cc(OC)c1OC,14%
O=C(COc1ccc(Cl)cc1)Nc1ccccc1,3%
O=C1C(=O)N(c2ccccn2)C(c2cccnc2)/C1=C(/O)c1cccc(Br)c1 (stereo unspecified),9%
O=C(NC(=S)Nc1cc(-c2nc3ccccc3s2)ccc1Cl)c1cccs1,22%
CC(=O)NC1=C(C(C)=O)C2C(C1)C2(C)C (stereo unspecified),2%
COc1ccc(/C=N/NC(=S)Nc2ccc(C)cc2)c2ccccc12,5%
CCOC(=O)c1ccc(NC(=O)C(Cc2ccc([N+](=O)[O-])cc2)N2C(=O)c3ccccc3C2=O)cc1 (stereo unspecified),16%
CCOc1ccc(-c2cc(C(=O)N/N=C(\C)c3ccccc3)[nH]n2)cc1,13%
CN(C)c1ccc(/C=N/Nc2cc(Cl)ccc2[N+](=O)[O-])cc1,4%
COc1ccc(C(=O)Nc2sc3c(c2C(=O)OC(C)C)CCCC3)cc1OC,13%
COc1cccc(OC)c1C(=O)Nc1ccc(C)c(Cl)c1,1%
Cc1sc(NC(=O)c2cccs2)c(C#N)c1C,0%
C=CCN1C(=O)/C(=C/c2ccccc2OCCOc2ccc(C)cc2C)SC1=S,11%
O=C1c2[nH]nc(-c3ccccc3)c2C(c2ccc(F)cc2)N1c1ccccc1 (stereo unspecified),0%
Cc1ccc(C(=O)NC2CC(C)(C)NC(C)(C)C2)cc1,0%
C=CCc1cccc(/C=N/NS(=O)(=O)c2ccc(C)cc2)c1O,3%
Cc1ccc(-n2c(C)cc(C=O)c2C)cc1C,0%
Cc1cc(C)cc(NC(=O)c2c(-c3c(Cl)cccc3Cl)noc2C)c1,4%
CCSc1nnc(NC(=O)Cc2ccc([N+](=O)[O-])cc2)s1,9%
O=C(/C=C\c1ccccc1)Nc1cccc(-c2nc3cc(Cl)ccc3o2)c1,11%
CCOc1ccc(CCN=Cc2c(O)[nH]c3ccccc23)cc1OCC,5%
O=C(O)Cc1ccc(/C(=N\O)c2cccs2)s1,8%
C/C(=N/NC(=O)c1cc2ccccc2cc1O)c1ccc(NC(=O)c2ccc(Cl)cc2)cc1,27%
CCOC(=O)c1c(NC(=O)c2ccco2)sc2c1CCC(CC)C2 (stereo unspecified),2%
CCCCCCOc1ccc(N2C(=O)CC(SC(=N)N3N=C(c4ccccc4)CC3c3ccccc3)C2=O)cc1 (stereo unspecified),11%

# 2 entries from above, bar-delimited:
Compound | RNase H inhibition
CCCOc1ccc(N2C(=O)CC(NCC(=O)OC)C2=O)cc1 (stereo unspecified) | 0%
O=C(Nc1c(Cl)cccc1Cl)c1ccccc1 | 7%

# Given tab-delimited: entries from further up.
mol	RNase H inhibition
Cc1ccc(-n2c(C)cc(C=O)c2C)cc1C	0%
Cc1cc(C)cc(NC(=O)c2c(-c3c(Cl)cccc3Cl)noc2C)c1	4%
CCSc1nnc(NC(=O)Cc2ccc([N+](=O)[O-])cc2)s1	9%
O=C(/C=C\c1ccccc1)Nc1cccc(-c2nc3cc(Cl)ccc3o2)c1	11%
CCOc1ccc(CCN=Cc2c(O)[nH]c3ccccc23)cc1OCC	5%

# Screening results from PubChem BioAssay.
